High-throughput results as filed in PubChem.
hK5 inh – blocks human kallikrein 5 protease activity. Q9Y337. recombinant hK5, fluorogenic AMC substrate cleavage. inhibition, % at 5 µM. hit rate 0.59% among 210,000;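 active means inhibition of 40% or more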;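 further: 0% = enzyme controls without compound and 100% = no-enzyme blanks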
thrombin 1536 – thrombin (human) inhibition; P00734; alpha-thrombin, Boc-VPR-AMC fluorogenic substrate cleavage; inhibition, % at 5 µM; hit rate 0.26% among 220,000;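 active means inhibition at or above 40%; inactive means inhibition below 40%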;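 further: 0% = enzyme with no compound and 100% = wells without enzyme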
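Material: Human alpha-thrombin protein | Buffer or medium: pH 7.5 Tris-saline with Tween 20 | Reagent: Boc-VPR-AMC substrate, 15 µM final | Schedule: Reaction at ambient temperature | Detection: AMC fluorescence at 355 nm excitation and 460 nm emission | Evaluation: Percent inhibition scaled between no-compound controls and no-enzyme blanks | Controls: no-compound enzyme wells and no-enzyme blanks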
Furin inhibitor – human furin inhibition | P09958 | purified furin, fluorogenic substrate cleavage | inhibition, % at 30 µM | hit rate 0.061% among 220,000 | AID 463115; in the data active means inhibition above about 25%; further: inactives centre near -15
Rad51 HR inh – blocks human Rad51 in homologous recombination. Q06609. AID 1385. inhibition, % at 10 µM. hRad51 DNA strand exchange, fluorescence dequenching. hit rate 0.085% among 200,000;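 active means inhibition above 40% at the single screening dose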;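 further: 0% = DMSO control wells and 100% = blanks with heterologous ssDNA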
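Test system – preformed human Rad51 ssDNA filaments · Reagent – Donor/quencher-labelled 47-bp dsDNA substrate · Incubation – 37 °C 15-min filament assembly, 30-min compound preincubation, 15-min exchange · Signal – FRET fluorescence dequenching, excitation 485 nm, emission 520 nm · Read-out – percent inhibition from fluorescence, normalised to plate control and blank means · Benchmarks – plate control and blank wells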
m-calpain inh – calpain II (pig) inhibition; hit rate 0.37% among 220,000; AID 1236; inhibition, % at 16 µM; purified calpain II, fluorogenic peptide substrate, 30 min;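 active means inhibition above about 50%, limit read from the data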
PERK inh – human PERK inhibition, primary cell-based screen | Q9NZJ5 | CHO PERK-DD fusion, SEAP luminescence translation reporter | inhibition, % at 5.6 µM | hit rate 0.17% among 220,000;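 active means inhibition above the mean inhibition of all tested compounds plus 3 SD, set separately per screening campaign, cut at about 2.9% in these data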;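 further: PERK kinase domain activated by AP20187 dimerizer at 100 nM; 0% = DMSO with dimerizer and 100% = rapamycin at 8.4 µM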
Target sequence (Q9NZJ5 whole entry, looked up, the tested form may be a part): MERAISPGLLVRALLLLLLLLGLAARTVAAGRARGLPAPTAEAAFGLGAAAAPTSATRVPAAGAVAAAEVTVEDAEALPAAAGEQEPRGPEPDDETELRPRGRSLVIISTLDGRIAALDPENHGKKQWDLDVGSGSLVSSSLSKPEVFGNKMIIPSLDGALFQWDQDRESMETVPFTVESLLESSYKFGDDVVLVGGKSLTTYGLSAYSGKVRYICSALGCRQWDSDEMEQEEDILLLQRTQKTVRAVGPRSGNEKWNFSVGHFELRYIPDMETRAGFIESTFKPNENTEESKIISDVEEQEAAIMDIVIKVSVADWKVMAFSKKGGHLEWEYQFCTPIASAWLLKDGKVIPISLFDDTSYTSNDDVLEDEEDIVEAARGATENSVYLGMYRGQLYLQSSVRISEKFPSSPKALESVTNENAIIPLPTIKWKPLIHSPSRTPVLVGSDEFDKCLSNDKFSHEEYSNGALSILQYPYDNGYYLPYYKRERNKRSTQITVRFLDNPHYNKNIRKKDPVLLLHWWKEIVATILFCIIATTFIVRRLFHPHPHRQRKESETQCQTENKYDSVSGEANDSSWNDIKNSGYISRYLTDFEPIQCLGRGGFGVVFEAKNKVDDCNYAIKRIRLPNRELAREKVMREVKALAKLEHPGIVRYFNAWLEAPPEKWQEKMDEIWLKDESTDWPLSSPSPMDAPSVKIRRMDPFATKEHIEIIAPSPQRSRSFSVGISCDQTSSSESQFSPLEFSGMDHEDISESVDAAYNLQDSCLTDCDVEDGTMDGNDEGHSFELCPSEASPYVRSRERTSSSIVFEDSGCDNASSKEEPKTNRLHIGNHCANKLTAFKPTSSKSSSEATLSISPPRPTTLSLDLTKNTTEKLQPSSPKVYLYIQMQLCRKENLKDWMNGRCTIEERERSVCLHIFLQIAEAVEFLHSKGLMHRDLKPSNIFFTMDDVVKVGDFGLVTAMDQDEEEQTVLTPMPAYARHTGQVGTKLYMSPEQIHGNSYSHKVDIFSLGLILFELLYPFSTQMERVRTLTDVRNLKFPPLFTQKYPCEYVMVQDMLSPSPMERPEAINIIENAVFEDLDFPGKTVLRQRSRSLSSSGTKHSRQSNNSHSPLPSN
FXIa inh 1536 – inhibitors of human coagulation factor XIa; P03951; purified FXIa, Boc-Glu-Ala-Arg-AMC fluorogenic substrate; inhibition, % at 5 µM; hit rate 0.14% among 220,000;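 active means inhibition of at least 40%; inactive means inhibition below 40%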;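 further: fluorescence of freed AMC excited at 355 nm; 0% = enzyme without compound and 100% = no enzyme blank; many of its hits are not listed in these tables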
Cl transport mod – KCC2 (human) Cl- transport modulation; KCC2 cells, thallium flux FluoZin-2 fluorescence; B-score of Tl+ flux slope (higher = more flux/activation; lower = inhibition) at 10 µM; hit rate 2.2% among 190,000;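 active means thallium flux slope and its plate-corrected score both differing from the plate sample mean at a set confidence after two filtering rounds, in either direction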;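 further: slope of fluorescence scaled to starting intensity during 10 to 20 s after thallium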
FXIIa inh 1536 – inhibitors of human coagulation factor XIIa | AID 800 | hit rate 0.3% among 220,000 | purified FXIIa, Boc-QGR-AMC fluorogenic substrate, 2 h | inhibition, % at 5 µM | P00748; in the data active means inhibition above about 40%;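 further: 0% = enzyme with no compound and 100% = blank without enzyme; many of its hits are not listed in these tables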
Starred values were filed as active, the others as inactive; nt = not tested or not shown; [ ] = remark or other dose. Not all compounds are listed (hit frequency here may not be typical).

SMILES	hK5 inh	thrombin 1536	Furin inhibitor	Rad51 HR inh	m-calpain inh	PERK inh	FXIa inh 1536	Cl transport mod	FXIIa inh 1536
CCN(CCO)c1ncnc2c1sc1nc(C(C)C)c3c(c12)CC(C)(C)OC3	-24	2	-12	-5	-120	0.3	7	nt	31
COn1c(SCc2ccc(Cl)cc2)nc2ccccc2c1=O	2	-4	-10[20 µM]	-37	11	-0.6	2	0.46	-4
O=[N+]([O-])c1cnc2ccccc2c1	-4	-9	-11	9	22	-0.5	-6	0.75	0
NC1=NC(=Nc2ccccc2)c2ccccc21	8	5	-3	2	-15	0.6	2	0.42	12
O=C(CNC(c1ccccc1)c1ccccc1)Nc1ccccc1-c1ccccc1	-5	-7	-16	-4	13	-0.6	-4	-0.1	2
Cc1cc(C(=O)NC(=S)Nc2cccc(C(=O)O)c2C)ccc1[N+](=O)[O-]	0	-3	-14	0	-14	0.0	-3	0.41	2
O=C(NCCO)c1cc2ccccc2c(=O)s1	-10	-2	-6	-12	-30	2.3	1	nt	16
Cc1ccc(/C=N\NC(=O)Cc2cccn2C)o1	1	-5	-26	1	4	0.2	1	0.4	10
CC1CCN(Cc2nnnn2-c2cccc([N+](=O)[O-])c2)CC1	-13	-9	-20	-3	-11	0.6	-5	0.29	8
O=C1CN(S(=O)(=O)c2cc(Cl)ccc2Cl)CCN1	-1	2	-9	-11	-19	1.9	-3	-0.61	4
CCC1CCCCN1CC(O)Cn1c2ccccc2n2c(=O)cc(C)c(C#N)c12 (stereo not drawn)	-20	-9	-4	15	-11	-1.7	-15	-2.1	-4
CCN(C(=O)COC(=O)c1cc2ccccc2cc1O)C1CCS(=O)(=O)C1 (stereo not drawn)	-2	3	-11[20 µM]	12	-44	0.2	8	0.019	16
Cc1ccc(Sc2ncccc2COC(=O)Nc2c(C)cccc2C)cc1	3	0	-20	2	12	-0.3	-1	-2.9	11
CP(=O)(Nc1cc(Cl)ccc1Cl)c1nc2c(s1)CCCC2 (stereo not drawn)	-1	-2	-25	-10	-10	1.2	-1	nt	6
O=C(Cn1cnc([N+](=O)[O-])n1)N/N=C/c1cc(Cl)ccc1O	-1	4	-11	9	6	0.5	0	0.39	7

As a short view, part of the list above:
SMILES	hK5 inh	thrombin 1536	Furin inhibitor	Rad51 HR inh	m-calpain inh	PERK inh	FXIa inh 1536	Cl transport mod	FXIIa inh 1536
NC1=NC(=Nc2ccccc2)c2ccccc21	8	5	-3	2	-15	0.6	2	0.42	12
O=C(CNC(c1ccccc1)c1ccccc1)Nc1ccccc1-c1ccccc1	-5	-7	-16	-4	13	-0.6	-4	-0.1	2
Cc1cc(C(=O)NC(=S)Nc2cccc(C(=O)O)c2C)ccc1[N+](=O)[O-]	0	-3	-14	0	-14	0.0	-3	0.41	2
O=C(NCCO)c1cc2ccccc2c(=O)s1	-10	-2	-6	-12	-30	2.3	1	nt	16
Cc1ccc(/C=N\NC(=O)Cc2cccn2C)o1	1	-5	-26	1	4	0.2	1	0.4	10

Other records
SMILES	hK5 inh	thrombin 1536	Furin inhibitor	Rad51 HR inh	m-calpain inh	PERK inh	FXIa inh 1536	Cl transport mod	FXIIa inh 1536
Cc1ccc(C(C)C)c(OCCN2C(=O)NC(C)(C)C2=O)c1	-14	0	-10[20 µM]	11	-5	-1.9	1	0.71	1
N#CC(C(=O)c1ccco1)c1ccccn1 (stereo not drawn)	1	4	-13[20 µM]	5	-17	1.1	5	nt	16
O=C(COc1ncnc2ccccc12)Nc1ccccc1[N+](=O)[O-]	7	0	-19	6	18	0.3	22	0.72	7
O=C(Nc1ccccc1C(=O)O)c1cncc(Br)c1	-20	-7	-18[20 µM]	0	26	0.9	1	nt	13
COCCNC(=O)Cn1cc2c(n1)CCCCC2	-5	-7	-15	-6	-3	0.6	0	0.098	7
COc1nc2ccc(C)cc2cc1-c1noc(-c2cccnc2)n1	2	-1	-11[20 µM]	-5	-28	1.0	3	0.42	4
Nc1ccc2oc(-c3cc(Br)ccc3Cl)nc2c1	8	-2	-7	1	-50	-0.3	0	nt	-4
CN(C)CCCn1c(N)c(C#N)c2nc3ccccc3nc21	4	1	-48	nt	-332	0.1	-9	-1.1	-15
O=C(O)c1ccc(/C=N/N2CCN(Cc3ccccc3)CC2)cc1	-6	0	-27	-9	1	1.3	19	0.95	26
CSc1ccc(C(=O)C2CCCN(C(=O)c3ccc(C)nc3)C2)cc1 (stereo not drawn)	nt	-1	-11	-7	5	-0.2	1	0.19	13
COCCn1c(SCC(=O)NCCc2ccc(OC)c(OC)c2)nc2c([nH]c3ccccc32)c1=O	6	3	-25	-2	-85	1.4	0	0.24	11
O=C(CN1CCOCC1)NC1C2CC3CC(C2)CC1C3 (stereo not drawn)	2	-2	-18[20 µM]	-8	-30	0.6	4	0.9	14
O=C(O)c1cc(/C=C/C(=O)c2cc(F)ccc2O)c2c(c1)COCO2	1	-3	-13	15	-1	0.3	4	-3	0
Cc1ccc(C(=O)CC(C(=O)O)n2cccn2)cc1 (stereo not drawn)	-12	0	-20	nt	-9	0.9	-2	-0.07	0
Cc1ccc(Oc2ccc(NC(=O)Cn3ccsc3=N)cc2)cc1	-1	2	-14[20 µM]	5	5	-0.5	8	-0.59	16
O=C(NCCN1CCOCC1)c1ccc2ccccc2c1	-1	-6	-16[20 µM]	nt	27	-0.2	1	0.00024	-8
COC(C[C@@H](O)C[C@H](O)[C@@H](C)OCc1ccccc1)OC	4	-3	-30	0	-4	nt	2	-0.53	6
CSc1nc2n(n1)C(c1ccccn1)C1=C(CC(C)(C)CC1=O)N2 (stereo not drawn)	-9	-5	-11[20 µM]	0	-370	0.6	-5	nt	6
O=C(NNC(=O)c1sccc1-n1cccc1)c1ccc(F)cc1	15	3	-20	-2	1	0.5	15	nt	5
COc1ccc(/C=C(\NC(=O)c2cccs2)C(=O)Nc2ccc(C)cc2)cc1OC	-14	-2	-25	18	-39	-0.1	4	-1.2	15
N#CCCn1cc(/C=N/NC(=O)c2ccncc2)c(-c2ccc(F)cc2)n1	8	-3	-21	-13	12	1.1	10	-0.77	8
O=C(CCS(=O)(=O)c1ccc(Br)cc1)NC1CCCC1	1	3	-13[20 µM]	-1	-18	0.2	18	0.46	14
CCOC(=O)NNc1ccccc1	0	2	-18	-5	-1	1.7	1	0.53	12
Cc1ccc2cc(CCNC(=O)C3CCCC3)c(=O)[nH]c2c1	-1	-5	-5	-9	12	-0.4	-3	-0.042	3
COc1ccc(C(=O)COc2ccc(C)cc2NC(C)=O)cc1	-8	-2	-7	3	-11	-0.3	5	-0.4	8
O=C(Nc1ccccc1-c1ccccc1)NC1CC2CCCC(C1)N2CCc1ccccc1 (stereo not drawn)	-25	-7	-11	8	5	-1.2	-4	-1	0
Cc1ccc(-n2nnnc2-c2cnc(N3CCCC3)nc2C(F)(F)F)cc1	-5	-3	-2[20 µM]	-4	-7	-1.7	5	-1.6	10
Clc1ccc(COn2ccnc2)cc1Cl	-21	2	-18	2	17	0.5	-6	0.94	-4
O=C(Cc1ccccc1)N1CCC(c2ccccc2)C1 (stereo not drawn)	-2	1	-32	16	21	-0.1	-3	-0.76	11
CCOC(=O)N1CCN(Cc2cn3ccccc3n2)CC1	6	2	-1[20 µM]	-3	-23	-0.6	4	1.2	12
O=C(Nc1ccc(Br)cc1)C1CCCN(S(=O)(=O)c2cccnc2)C1 (stereo not drawn)	nt	-3	-16	nt	2	0.3	-4	0.59	5
CCOc1ccc(N2CC(=O)N(c3ccc(OCC)cc3)CC2=O)cc1	-10	-2	-14[20 µM]	2	-21	0.8	-2	nt	13
O=C(Nc1ccccc1N1CCN(C(=O)c2ccccc2)CC1)c1cc(Br)ccc1Cl	-12	-1	-20[20 µM]	5	-17	-0.7	-1	-0.14	6
CN(C(=O)CSc1nnc(-c2ccco2)o1)C1CCCCC1	2	-5	-16	2	-7	-0.5	0	nt	-3
CS(=O)(=O)N(CC(=O)NCc1ccco1)c1cc(C(F)(F)F)ccc1Cl	-19	-3	-14	-7	14	1.1	-7	1.4	-2
CCOC(=O)C1=C(c2ccccc2)NC(=O)NC1c1cc(Cl)c(O)c(OC)c1 (stereo not drawn)	3	-10	-19	-32	33	0.2	0	-1.4	6
Clc1nc2ccccc2cc1/C=N/Nc1nc2ccccc2[nH]1	-37	-3	3	nt	17	-0.8	-1	0.96	2
C=CCN1C=C2C(=O)C(C)(OC(=O)c3ccc(OC)cc3)C(=O)C(c3ccco3)=C2C=C1CCCC (stereo not drawn)	1	-2	-23	0	-18	nt	1	-0.0043	11
COCCn1c(=S)[nH]c2cc(C(=O)N3CCc4ccccc43)ccc2c1=O	-2	4	-25	-2	33	0.4	3	-0.29	14
CC(NC(=O)c1ccc(F)cc1)C(=O)NC1=NCCS1 (stereo not drawn)	-2	-7	-9	-4	-21	1.1	-2	0.65	5
CN1CCN(c2ccc([N+](=O)[O-])cc2C(=O)c2ccc(Cl)cc2)CC1	-6	-1	-4[20 µM]	-7	36	0.9	-1	nt	12
O=C(Nc1ccc2oc(-c3ccncc3)nc2c1)c1ccccc1	-14	2	-23	24	-28	1.1	-3	0.79	1
COc1cc(-c2nc(S(=O)(=O)c3ccccc3)c(N3CCOCC3)o2)cc(OC)c1OC	-21	-11	-2[20 µM]	-39	-11	0.1	6	0.54	1
CSc1cccc(NC(=O)CN(C2CCCCC2)S(C)(=O)=O)c1	-15	-2	-24[20 µM]	9	29	-0.7	-8	-1.3	0
COc1ccc2[nH]c(=O)c(CN(C(=O)c3cccnc3)c3cc(C)ccc3C)cc2c1	0	-4	-15	nt	-14	-1.0	1	-1	8
O=C(O)c1cnn(-c2ccccc2)c1C(F)(F)F	3	-1	-16	2	-21	0.9	-1	1.5	7
CCOC(=O)Cn1nnnc1C(CC)N(Cc1cccs1)Cc1cc2ccc(OC)cc2[nH]c1=O (stereo not drawn)	-18	1	1	-11	-16	-1.0	-4	-0.3	0
COc1ccc(-n2nc([N+](=O)[O-])c(=NCc3ccc4c(c3)OCO4)n2O)cc1	-9	-3	4	9	29	0.1	5	0.47	8
O=C(NCCC1=CCCCC1)C1CCN(C(=O)c2ccc(Br)cc2)CC1	-11	-14	-19	-6	-5	-0.4	-6	0.3	9
CCOC(=O)CN1CC23C=CC(O2)C(C(=O)Nc2ccc(OC)cc2OC)C3C1=O (stereo not drawn)	-6	1	-23	4	-18	1.1	8	-0.067	20
O=C(NCCCn1ccnc1)C(=O)NCC1OCCCN1S(=O)(=O)c1ccccc1 (stereo not drawn)	2	3	-30	17	-5	1.4	11	0.45	15
COc1ccc(CCC(=O)NC2=NCCS2)cc1OC	-10	0	-20	-6	-21	1.5	4	0.79	14
Cc1ccccc1-c1nc(CN2CCCC(C(=O)NCCCN3CCOCC3)C2)c(C)o1 (stereo not drawn)	-19	-1	-20	nt	-29	-0.4	4	nt	15
CCOC(=O)c1c(C)[nH]c(C2=NNC(=Nc3cccc(Cl)c3)SC2)c1C	-21	-10	-4	-2	-15	-0.6	9	-0.095	6
CNS(=O)(=O)c1ccc(NC(=O)c2cnn3c(C(F)F)cc(-c4ccccc4)nc23)cc1	1	-9	-18	5	-47	0.1	-1	0.35	10
